Bioassay records (PubChem)
USP17 inh: inhibitors of human USP17 deubiquitinase | Ubiquitin carboxyl-terminal hydrolase 17-like protein 5 (Homo sapiens), A8MUK1 | purified USP17, Ub-rhodamine cleavage fluorescence, 3 h | inhibition, % at 50 µM | 47,000 tested, 6.5% active | AID 1645855, 2021
UCHL1 inh: inhibitors of human UCHL1 deubiquitinase; Ubiquitin carboxyl-terminal hydrolase isozyme L1 (Homo sapiens), P09936; purified UCHL1, Ub-rhodamine cleavage fluorescence; inhibition, % at 20 µM; 47,000 tested, 0.2% active
Target sequence (P09936 whole entry, looked up): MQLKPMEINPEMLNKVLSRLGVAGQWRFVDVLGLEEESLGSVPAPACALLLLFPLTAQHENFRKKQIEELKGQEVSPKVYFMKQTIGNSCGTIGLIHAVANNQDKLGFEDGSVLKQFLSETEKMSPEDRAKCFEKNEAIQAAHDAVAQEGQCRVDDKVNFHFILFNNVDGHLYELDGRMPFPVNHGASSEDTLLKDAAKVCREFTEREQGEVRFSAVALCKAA
USP30 inh: inhibitors of human USP30 deubiquitinase; purified USP30, Ub-rhodamine cleavage fluorescence; 47,000 tested, 5.3% active; inhibition, % at 25 µM; AID 1645860, 2021
USP10 block: inhibitors of human USP10 deubiquitinase; Ubiquitin carboxyl-terminal hydrolase 10 (Homo sapiens), Q14694; purified USP10, Ub-rhodamine fluorescence, 60 min; inhibition, % at 20 µM; 47,000 tested, 1.1% active; AID 1645856, 2021
USP7 inh: inhibitors of human USP7 deubiquitinase. Ubiquitin carboxyl-terminal hydrolase 7 (Homo sapiens), Q93009. purified USP7, Ub-rhodamine cleavage fluorescence. inhibition, % at 20 µM. 47,000 tested, 0.3% active
USP28 inh: inhibitors of human USP28 deubiquitinase | Ubiquitin carboxyl-terminal hydrolase 28 (Homo sapiens), Q96RU2 | purified USP28, Ub-rhodamine cleavage fluorescence, 30 min | inhibition, % at 25 µM | 47,000 tested, 3% active
USP8 inh: inhibitors of human USP8 deubiquitinase | purified USP8, Ub-rhodamine cleavage fluorescence, 30 min | inhibition, % at 20 µM | 47,000 tested, 4.2% active
OTUD3 block: inhibitors of human OTUD3 deubiquitinase. OTU domain-containing protein 3 (Homo sapiens), Q5T2D3. purified OTUD3, Ub-rhodamine fluorescence, 2 h. inhibition, % at 25 µM. 47,000 tested, 0.7% active
Target sequence (Q5T2D3 whole entry, looked up, the tested form may be a part): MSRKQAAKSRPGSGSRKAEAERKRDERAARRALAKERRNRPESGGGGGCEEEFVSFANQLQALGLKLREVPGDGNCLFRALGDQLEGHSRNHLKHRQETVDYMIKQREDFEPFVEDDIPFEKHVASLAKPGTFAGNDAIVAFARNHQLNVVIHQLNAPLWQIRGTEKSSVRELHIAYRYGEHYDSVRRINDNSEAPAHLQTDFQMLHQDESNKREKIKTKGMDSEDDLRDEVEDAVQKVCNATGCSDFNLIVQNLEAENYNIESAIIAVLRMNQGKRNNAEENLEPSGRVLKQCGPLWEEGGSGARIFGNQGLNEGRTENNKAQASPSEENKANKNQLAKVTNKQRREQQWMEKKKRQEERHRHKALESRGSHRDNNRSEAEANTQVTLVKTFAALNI
* hit, by the source's call; i = inactive; / = no result given. Cut-off read from the data, not from the text of the source: active = inhibition above about 30%; inactive = the rest.

nr | SMILES | USP17 inh | UCHL1 inh | USP30 inh | USP10 block | USP7 inh | USP28 inh | USP8 inh | OTUD3 block
1 | O=C(CSc1nnc(-c2cccnc2)n1-c1ccccc1)c1cccc([N+](=O)[O-])c1 | / | -7 | -6 | 0 | -167 | -3 | -50 | -2
2 | O=C(Nc1ccccc1F)C1CCN(c2cnc(N3CCCCCC3)nc2)CC1 | -35 | -3 | -93 | -8 | -2 | 6 | -8 | -21
3 | CC(NC(=O)c1ccco1)c1nc(-c2ccc(S(=O)(=O)N3CCCC3)cc2)no1 (stereo not drawn) | -17 | 2 | -34 | -1 | -4 | -3 | -2 | -2
4 | CC(C)=CCC[C@](C)(O)[C@H]1CC[C@]2(C)[C@@H]1CC[C@@H]1[C@@]3(C)CCC(=O)C(C)(C)[C@@H]3CC[C@]12C | 15 | 10 | 23 | 20 | 20 | 9 | 19 | 9
5 | COc1ccc(C2N3CC4(C)CN2CC(c2ccccc2)(C3)C4=O)cc1 (stereo not drawn) | -3 | 3 | 21 | 0 | 0 | 13 | 22 | 15
6 | Cc1ccc(NC(=O)c2ccc3c(=O)n4c(nc3c2)CCCCC4)cc1S(=O)(=O)N1CCOCC1 | 36* | 7 | / | 2 | 4 | / | 10 | 4
7 | CC12Oc3cc(CO)cc(O)c3C(=O)C1(O)C(O)CCC2O (stereo not drawn) | -12 | 1 | 3 | 0 | 1 | 14 | 0 | 10
8 | Cn1c(=O)c2c(nc(N3CCC(Cc4ccccc4)CC3)n2CCSc2nnnn2-c2ccccc2)n(C)c1=O | 1 | -1 | -20 | 4 | 7 | -1 | -14 | -3
9 | CCCCNC(=O)c1ccc(Nc2cc(C)nc3nc(-c4cccnc4)nn23)cc1 | 0 | 4 | 47* | -1 | 4 | 19 | -1 | 13
10 | CC1NC(=O)[C@@H]2C[C@@H](C(=O)N3CCN(c4ccccc4)CC3)[C@H]1N2Cc1ccccc1 (stereo partly drawn) | -5 | -2 | -3 | 1 | -1 | -1 | 3 | 3
11 | N#Cc1ccc(COC(=O)C2(c3ccc(Cl)cc3)CCCC2)cc1 | 24 | 6 | 10 | 7 | -13 | 17 | 16 | 17
12 | Cc1ccccc1-c1noc(-c2ccccc2OCC(=O)NC(C)C)n1 | 62* | 12 | 49* | 6 | -16 | 14 | 13 | 6
13 | O=C(Nc1ccc(N2CCOCC2)cc1)C1=NCCN1 | -6 | -3 | 6 | 0 | -4 | -4 | -41 | -2
14 | Cc1ccc(-c2cc(-c3cccc([N+](=O)[O-])c3)cc(-c3ccccc3)n2)o1 | 4 | 3 | -8 | 5 | 0 | -6 | 2 | -2
15 | O=C(NCc1ccc(Cl)cc1)C1=NOC2(CCNC2)C1 (stereo not drawn) | / | 0 | 3 | 1 | 2 | 2 | -12 | 3
16 | CNC(=O)N1CCN(c2nn3c(NC(C)(C)C)c(-c4ccccc4C)nc3s2)CC1 | -15 | 0 | 0 | -3 | 0 | -3 | -29 | 0
17 | Cc1cccn2c(=O)c(C(=O)NCc3cccc(Cl)c3)cnc12 | 5 | 1 | 26 | -1 | -1 | -17 | 11 | 11
18 | COc1cccc(-c2nnc(Cc3nc(-c4cccc(C)c4)no3)o2)c1 | 2 | 4 | -145 | -6 | 7 | -16 | -6 | -52
19 | O=C(NC(=O)c1c(Cl)cccc1Cl)Nc1ccccc1N1CCCCC1 | / | 8 | 17 | 10 | 17 | 15 | 28 | 7
20 | COc1ccc(-c2nnc(SCC(=O)N(C)c3ccccc3)n2C2CCCCC2)cc1 | 0 | 1 | 21 | 1 | -33 | 10 | 7 | 6

Records above printed as active in USP17 inh.
nr | SMILES | USP17 inh | UCHL1 inh | USP30 inh | USP10 block | USP7 inh | USP28 inh | USP8 inh | OTUD3 block
6 | Cc1ccc(NC(=O)c2ccc3c(=O)n4c(nc3c2)CCCCC4)cc1S(=O)(=O)N1CCOCC1 | 36* | 7 | / | 2 | 4 | / | 10 | 4
12 | Cc1ccccc1-c1noc(-c2ccccc2OCC(=O)NC(C)C)n1 | 62* | 12 | 49* | 6 | -16 | 14 | 13 | 6

Carrying on:
nr | SMILES | USP17 inh | UCHL1 inh | USP30 inh | USP10 block | USP7 inh | USP28 inh | USP8 inh | OTUD3 block
21 | O=c1cc(CN2CCCC2)nc2nc(NCc3ccc(Cl)cc3)[nH]n12 | 7 | 3 | 10 | 1 | 6 | 8 | 9 | 6
22 | Cc1cc(C(=O)COc2ncnc3sccc23)c(C)n1CC1COc2ccccc2O1 (stereo not drawn) | / | -16 | -120 | -10 | -11 | -29 | 6 | -39
23 | CCOC(=O)[C@H](O)[C@@H](C(=O)OCC)c1nc2c(OCc3ccccc3)nc(N)nc2n(C)c1=O | -10 | -2 | -4 | -1 | -41 | -4 | -17 | 4
24 | CCOC(=O)c1noc2ncnc(N3CCC(c4ccccc4)C3)c12 (stereo not drawn) | 3 | 0 | 28 | 1 | -7 | 20 | -5 | 16
25 | Cc1ccc(Nc2cc(C)nc3nc(-c4cccnc4)nn23)cc1 | 0 | -2 | 0 | 0 | -7 | 2 | -2 | -8
26 | Cc1cc(/C=C2\C(=N)N3N=CSC3=NC2=O)c(C)n1-c1cccc(F)c1 | -29 | 0 | -157 | 9 | -6 | -52 | -13 | -37
27 | CN(C)S(=O)(=O)c1cccc(NC(=O)c2cc(F)cc(F)c2)c1 | 13 | 3 | 24 | 6 | 1 | 19 | 16 | 6
28 | CC(=O)N1Cc2cc(C)ccc2OC2(CCN(CC(=O)Nc3ccccc3Cl)CC2)C1 | -15 | -4 | -11 | -4 | -9 | -19 | -7 | -18
29 | O=C(Nc1ccc(F)cc1)c1nccnc1-c1nc2ccccc2s1 | -29 | 5 | -102 | -5 | -27 | 3 | -179 | -7
30 | Nc1nc(N2CCCCC2)ncc1C(=O)NCc1ccccc1F | -5 | 7 | 0 | 0 | 1 | 14 | -17 | 1
31 | COc1ccc2c(CNCCC3=CCCCC3)c(C(=O)O)n(Cc3ccc(F)cc3)c2c1 | 16 | 4 | -24 | 10 | -112 | 27 | 3 | 7
32 | O=C(Nc1cccnc1)C1c2ccccc2C(=O)N(Cc2ccccc2)C12CCCC2 (stereo not drawn) | -26 | 0 | -8 | 5 | -58 | -13 | -2 | -20
33 | Cc1cc(C)n(-c2ccc(N3CCN(C(=O)c4ccc5ccccc5c4)CC3)nn2)n1 | 10 | 3 | 22 | 0 | 5 | 12 | 9 | 7
34 | COc1ccc(-c2cncc3ccc(C(=O)NCc4ccncc4)nc23)cc1 | -8 | 1 | 8 | 1 | -4 | -6 | -7 | -1
35 | COc1cccc(OCC(=O)N2CC(=O)Nc3ccccc32)c1 | -10 | 0 | -15 | -2 | -7 | -3 | -10 | -6
36 | CC(C)(O)[C@@H]1CC[C@](C)([C@H]2CC3(CCN(C(=O)c4ccc5ncccc5c4)CC3)CO2)O1 | -158 | -149 | i | -4 | -157 | -212 | -196 | -193
37 | CCn1c(NC(=O)C2CCCCC2)c(-c2ccccc2)c(=O)c2ccccc21 | 0 | -1 | -2 | 0 | -1 | -1 | -12 | -4
38 | Cc1ccc(N2CCN(Cc3ccn(C)c(=O)c3)CC2)cc1 | -2 | 0 | / | 0 | -1 | / | 1 | 11
39 | COc1ccc(C(=O)OCC(=O)N2CCC(Cc3ccccc3)CC2)cc1[N+](=O)[O-] | 11 | 6 | 46* | 14 | 2 | 36* | -18 | 7
40 | COc1cccc(OC)c1OCCCCn1c(-c2ccc(Cl)cc2)nc2ccccc2c1=O | 2 | 3 | -5 | 0 | 7 | -4 | 3 | -2
41 | O=C(Nc1cnc(N2CCCC2)nc1)c1c(F)cccc1Cl | -2 | 2 | -1 | -3 | 6 | 3 | -1 | 0
42 | CCOc1ncccc1C(=O)Nc1ccc2nc(C)[nH]c2c1 | -1 | 0 | 0 | 5 | 2 | 6 | -4 | 0
43 | O=C(COC(=O)c1cc(Cl)ccc1O)Nc1ccc2c(c1)OCCO2 | 60* | 3 | 19 | 11 | 5 | 14 | 19 | 16
44 | Nc1cccc(F)c1-c1nc(-c2ccncc2)n[nH]1 | 14 | 1 | 23 | 3 | 5 | 6 | 25 | 16
45 | O=C(CN1C(=O)c2ccccc2OC(c2ccccc2)C1=O)c1ccc(F)cc1 (stereo not drawn) | -51 | 6 | -2 | 4 | -7 | 4 | -264 | 13
46 | O=C(Nc1ccc(-n2nnc(C(=O)N3CCCC3)n2)cc1)c1cccc(Cl)c1 | -3 | -4 | -1 | 7 | 2 | -8 | -3 | -3
47 | COc1ccc(OC)c(CC(NC(C)=O)C(=O)NC2CCN(c3nnnn3-c3ccccc3)CC2)c1 (stereo not drawn) | -6 | -1 | 0 | 0 | 0 | -5 | -4 | -3
48 | Cc1nnc(-c2ccc3ccn(CC(=O)NC4CCCC4)c3c2)o1 | -11 | -1 | 2 | -1 | 0 | -8 | -7 | -6
49 | O=C(Nc1ccccc1)c1ccccc1CCc1ccccc1 | -13 | -3 | -6 | 6 | -2 | -2 | -15 | -7
50 | CC(C)(C)c1cc(C(=O)NC2CCCC2)nc2ccnn12 | 31* | 4 | 31* | 1 | -3 | 7 | 13 | 14
51 | COc1ccc(C2(c3nc(-c4ccc(=O)[nH]c4)no3)CC2)cc1 | -22 | -4 | -6 | -3 | -36 | 0 | -8 | -10
52 | COc1ccccc1CNC(=O)c1cnc(NCc2ccccc2)nc1C | -34 | -23 | -110 | -5 | -16 | -32 | -48 | -34
53 | CCOc1ccsc1NC(=O)Nc1cccc(C(F)(F)F)c1 | -35 | -70 | -176 | -11 | -60 | -54 | -153 | -34
54 | CCOc1ccc2cc3c(nc2c1)OC(=O)N(Cc1ccc(C)o1)C3 | 21 | 3 | 53* | 3 | 6 | 13 | 15 | 13
55 | Cc1cnc(-c2nccnc2C2CCCN(Cc3ccccc3)C2)[nH]1 (stereo not drawn) | -13 | -3 | -5 | 4 | -2 | -1 | 2 | -10
56 | O=C(c1cc(-c2ccccc2)c(N2CCOCC2)s1)N1CCN(c2ccccc2O)CC1 | 7 | 6 | -10 | 5 | -2 | 6 | 3 | -3
57 | COc1ccc(CNC(=O)CCCc2nnc3c(=O)n(-c4cc(C)cc(C)c4)ccn23)cc1 | 39* | 6 | -1 | 35* | 20 | 9 | 78* | 24
58 | CC(=O)Nc1ccc(NC(=O)Cc2csc(COc3ccc(C)cc3)n2)cc1 | 52* | 4 | / | 5 | 3 | / | 5 | 16
59 | Cc1ccccc1C(CC(=O)N1CCN(c2ccccc2)CC1)n1cccc1 (stereo not drawn) | 1 | 0 | -20 | -1 | -10 | -7 | -7 | -3
60 | COc1ccc(CCNC(=O)CSc2nnc(NC(=O)c3ccccc3OC)s2)cc1OC | 9 | 2 | 32* | -1 | 1 | 12 | -46 | 22

Three compounds drawn at random from the list so far:
nr | SMILES | USP17 inh | UCHL1 inh | USP30 inh | USP10 block | USP7 inh | USP28 inh | USP8 inh | OTUD3 block
56 | O=C(c1cc(-c2ccccc2)c(N2CCOCC2)s1)N1CCN(c2ccccc2O)CC1 | 7 | 6 | -10 | 5 | -2 | 6 | 3 | -3
47 | COc1ccc(OC)c(CC(NC(C)=O)C(=O)NC2CCN(c3nnnn3-c3ccccc3)CC2)c1 (stereo not drawn) | -6 | -1 | 0 | 0 | 0 | -5 | -4 | -3
43 | O=C(COC(=O)c1cc(Cl)ccc1O)Nc1ccc2c(c1)OCCO2 | 60* | 3 | 19 | 11 | 5 | 14 | 19 | 16

As entered above.
entry 48 in USP10 block has -1
entry 51 in OTUD3 block has -10
entry 43 in USP10 block has 11
entry 49 in USP8 inh has -15
entry 56 in UCHL1 inh has 6
entry 60 in USP7 inh has 1
entry 57 in USP30 inh has -1

(list continues)
nr | SMILES | USP17 inh | UCHL1 inh | USP30 inh | USP10 block | USP7 inh | USP28 inh | USP8 inh | OTUD3 block
61 | Cc1ncc(-c2ccc(S(=O)(=O)Nc3ccc(Cl)cc3)cc2)o1 | 7 | -1 | -2 | 0 | 2 | 2 | 1 | 0
62 | O=C(NCc1csc2ccccc12)c1ccc(Cl)cc1 | 23 | 0 | 45* | 2 | 3 | 11 | -3 | -3
63 | Cc1ccc(-c2csc3ncnc(OCc4ccc(C#N)cc4)c23)cc1 | 10 | 5 | -23 | -6 | -11 | 18 | 7 | -8
64 | CCc1cc(=O)[nH]c(NC2CCN(CC(=O)Nc3ccc(OC)cc3)CC2)n1 | -1 | 1 | 10 | 2 | 4 | -1 | 3 | -2
65 | Cc1ccc(NC(=O)CC(C)CC(=O)Nc2ccc(C(C)C)cc2)cc1Cl (stereo not drawn) | / | 2 | 26 | 7 | 11 | 11 | 31* | 11
66 | CN(C)C(=O)c1cccnc1-c1nc2ccccc2s1 | 9 | 3 | 10 | 3 | 0 | 9 | 1 | 11
67 | O=C(Nc1ccccc1)N1CCC2(CN(Cc3cccc(Cl)c3)C2)C1 | 2 | 2 | 13 | 3 | 3 | 9 | -16 | 3
68 | COc1ccccc1N1CCN(C(=O)C2CC=CCC2C(=O)O)CC1 (stereo not drawn) | 7 | -1 | 13 | 0 | 3 | 2 | 19 | 0
